Bioassay records: PubChem, several laboratories
EBV gp42 block – Epstein-Barr virus gp42 inhibitors, primary screen, biochemical, uHTS, fluorescence polarization. Glycoprotein 42 (Epstein-Barr virus (strain AG876)), Q1HVG2. Fluorescence polarization binding assay, mP read-out. inhibition, % (tested at 21.74 µM). 220,000 tested, 0.42% active; in the data active = inhibition above about 50%
Furin inhibitor – human furin inhibitors, primary screen, biochemical, fluorescence intensity. P09958. purified furin, fluorogenic substrate cleavage. inhibition, % at 30 µM. 220,000 tested, 0.061% active. AID 463115, 2010; in the data active = inhibition above about 25%; note: inactives centre near -15
m-calpain inh – inhibitors of pig calpain II, primary screen, biochemical, fluorogenic peptide substrate, 1536-well; inhibition, % at 16 µM; purified calpain II, 30 min; 220,000 tested, 0.37% active;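 active = inhibition above about 50%, limit read from the data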
p97 inhibitor – inhibitors of human p97 ATPase, primary screen, biochemical | recombinant p97 ATPase, Kinase-Glo ATP luminescence, 3 h | 220,000 tested, 0.42% active | inhibition, % at 8 µM | Transitional endoplasmic reticulum ATPase (Homo sapiens), P55072; in the data active = inhibition above about 15%;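 note: 0% = DMSO vehicle and 100% = wells lacking enzyme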
TbHK1 inh – Trypanosoma brucei hexokinase 1 inhibitors, primary screen, biochemical, G6PDH-coupled NADH absorbance, MLSCN library. hexokinase 1 [Trypanosoma brucei]. recombinant TbHK1, G6PDH-coupled NADH A340. inhibition, % at 10 µM. 220,000 tested, 0.11% active;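 active = inhibition of 50% or more in the single-dose primary screen; inactive = inhibition below 50%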
p47phox inh – p47phox/p22phox peptide binding inhibitors, primary screen, biochemical, uHTS, NADPH oxidase regulatory subunit; Neutrophil cytosol factor 1 (Homo sapiens), P14598; fluorescence polarization, 2 h; inhibition, % at 24.7 µM; 220,000 tested, 0.53% active;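 active = inhibition above about 30%, limit read from the data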;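 note: 0% = p47phox with labelled peptide and 100% = labelled peptide alone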
Runt-CBFb FRET – inhibitors of RUNX1 Runt–CBFb binding, primary screen, biochemical, FRET, Cerulean-Runt, Venus-CBFb, uHTS | Runt-related transcription factor 1 (Homo sapiens) + Core-binding factor subunit beta … | Cerulean-Runt/Venus-CBFb FRET ratio 530/480, 1 h | inhibition, % at 20 µM | 220,000 tested, 0.46% active;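 active = inhibition over about 50% at 20 µM in the single-dose screen, limit read from the data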;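 note: 0% = DMSO wells and 100% = excess unlabeled CBFb competitor control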
Target sequence (Q01196 whole entry, looked up): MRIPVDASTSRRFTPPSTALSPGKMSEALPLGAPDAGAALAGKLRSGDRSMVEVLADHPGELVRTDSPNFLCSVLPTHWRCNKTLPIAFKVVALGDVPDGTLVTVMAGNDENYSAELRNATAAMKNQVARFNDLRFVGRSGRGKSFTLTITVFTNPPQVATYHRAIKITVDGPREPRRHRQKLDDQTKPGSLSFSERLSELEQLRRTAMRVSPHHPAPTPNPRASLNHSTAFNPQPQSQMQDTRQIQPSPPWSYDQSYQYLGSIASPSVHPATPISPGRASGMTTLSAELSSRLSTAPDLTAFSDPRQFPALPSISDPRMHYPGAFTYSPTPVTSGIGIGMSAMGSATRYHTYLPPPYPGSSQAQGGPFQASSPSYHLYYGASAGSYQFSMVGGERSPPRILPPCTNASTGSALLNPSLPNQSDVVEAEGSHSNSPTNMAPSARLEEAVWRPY
Target sequence (Q13951 whole entry, looked up): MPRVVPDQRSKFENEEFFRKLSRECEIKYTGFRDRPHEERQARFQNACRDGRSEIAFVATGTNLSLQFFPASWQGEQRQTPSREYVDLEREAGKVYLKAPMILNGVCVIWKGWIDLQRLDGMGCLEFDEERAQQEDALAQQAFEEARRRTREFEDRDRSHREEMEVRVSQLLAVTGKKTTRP
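Assay system: Cerulean-tagged RUNX1 Runt domain (FRET donor) fusion protein / Amount: 100 nM each of Venus-CBFb and Cerulean-Runt domain / Medium: Tris buffer pH 7.5 with salts and BSA / Also added: Venus-CBFb 100 nM / Schedule: 1 h complex formation plus 1 h compound treatment, room temperature / Signal: FRET fluorescence / Read-out: loss of energy transfer signal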
RBBP9 inh – human RBBP9 inhibitors, primary screen, biochemical, fluorescence polarization, FP-Rh probe, HTS. Serine hydrolase RBBP9 (Homo sapiens), O75884. recombinant RBBP9. inhibition, % at 7.94 µM. 220,000 tested, 0.2% active;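 active = inhibition above the campaign mean of all tested compounds plus 3 SD, cut at about 14% in these data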;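 note: plate controls were DMSO wells with RBBP9 for no effect and wells lacking RBBP9 protein for full effect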
Target sequence (O75884 whole entry, looked up): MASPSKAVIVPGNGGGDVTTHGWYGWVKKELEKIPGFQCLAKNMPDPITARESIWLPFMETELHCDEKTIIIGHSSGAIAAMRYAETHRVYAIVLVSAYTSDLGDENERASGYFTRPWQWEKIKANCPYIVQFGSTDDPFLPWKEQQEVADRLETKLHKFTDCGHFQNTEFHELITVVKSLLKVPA
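Test system: recombinant human RBBP9; Timing: 30 min then 45 min, 25 °C; Detection: fluorescence polarization; Control set: RBBP9 with DMSO as uninhibited control, no-protein wells as full inhibition; Compound dosing: one concentration, 7.94 µM nominal, 0.794% DMSO; Probe or stimulus: FP-Rh activity-based probe, 375 nM before mixing.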
Runt-SMMHC FRET – inhibitors of RUNX1 Runt–CBFb-SMMHC binding, primary screen, biochemical, FRET, Cerulean-Runt, Venus-CBFb-SMMHC, uHTS; Runt-related transcription factor 1 (Homo sapiens) + Core-binding factor subunit beta …; Cerulean-Runt/Venus-CBFb-SMMHC FRET ratio 530/480, 1 h; inhibition, % at 20 µM; 220,000 tested, 0.74% active; AID 1434, 2008;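 active = mean inhibition across duplicate retests at 20 µM reaching about 50%, limit read from the data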;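 note: 0% = DMSO wells and 100% = wells with excess untagged CBFb-SMMHC; inhibitors lower the FRET ratio by blocking Runt binding to CBFb-SMMHC; some results filed as inactive read as strong as hits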
Numbers without * were called inactive; x = no result given; [ ] = dose if it differs, or a comment.

no.	TbHK1 inh	Runt-SMMHC FRET	Runt-CBFb FRET	EBV gp42 block	p47phox inh	m-calpain inh	RBBP9 inh	Furin inhibitor	p97 inhibitor	Molecule
1	-11	-1	-1	-17	-11	-15	-2	14	5	O=C1CNC(=O)/C1=C\N1CCN(C(c2ccccc2)c2ccccc2)CC1
2	-5	2	-4	-14	2	-23	-9	-32	-3	Cc1cc(C)n2cc(COc3ccc4ccccc4c3)nc2n1
3	-4	0	-1	-5	1	-27	-5	-20[20 µM]	0	CCC(O)c1cc2c(cc1NC(=O)c1cccs1)OCCO2 (stereo not given)
4	2	-3	1	-2	-8	-6	-7	-2	-3	COc1ccc(Nc2nnc(SCC(=O)NC(=O)Nc3ccc4c(c3)OCCO4)s2)cc1
5	-1	x	x	-22	-15	-13	3	-16	12	COCC1CCN(Cc2cn[nH]c2-c2cc3ccccc3o2)C1 (stereo not given)
6	-11	-1	0	13	-2	-10	-4	-11	-1	Cc1cccc(-n2c(SCN3C(=O)c4ccccc4C3=O)nc3ccccc3c2=O)c1
7	34	-1	1	1	-10	-27	-11	-6[20 µM]	-10	O=C(NCc1ccccn1)C1CCN(Cc2cnn(-c3ccccc3)c2-n2cccc2)CC1
8	13	3	-5	-8	-11	1	-7	-15[20 µM]	0	c1ccc(-c2csc3nnc(SCc4ccc5c(c4)OCCO5)n23)cc1
9	1	-1	5	62*	7	-99	-4	-3[20 µM]	3	Nn1c(SCC(=O)NC(=O)NCc2ccco2)nnc1-c1ccc(OC(F)F)cc1
10	-4	0	0	-16	0	9	-1	-17	2	CCN(CC)S(=O)(=O)c1ccc(OC)c(NS(=O)(=O)c2cccc(C(=O)O)c2)c1
11	-68	9	0	17	71*	-8	0	11	9	O=C(Nc1ccc(Nc2ccncc2)cc1)c1ccc(Nc2ccnc3ccc([N+](=O)[O-])cc23)cc1[N+](=O)[O-]
12	-42	x	x	x	x	x	-4	-9[20 µM]	-7	Cc1cc(N2CCc3ccccc32)n2ncnc2n1
13	-9	6	0	1	3	-90	-3	-20[20 µM]	-1	COc1cc(NS(=O)(=O)c2ccc(N=Cc3c(C)[nH]n(-c4ccccc4)c3=O)cc2)nc(OC)n1
14	1	-5	-4	3	-6	-3	-9	-20	9	C=CCn1c(O)c(N=NC(=S)Nc2cccc(OC)c2)c2ccccc21
15	-1	1	-3	-10	-9	-7	-2	-25	6	Cn1cnnc1SCC(=O)NNC(=O)c1ccc(Cl)cc1
16	-6	-2	0	-22	0	-10	-4	-12	3	O=[N+]([O-])c1ccccc1/C=N/Nc1nnc(-c2ccccc2)c(-c2ccccc2)n1
17	-1	4	0	-7	-2	8	-4	-15	3	Cc1ccn(C(=O)c2ccc(NC(=O)CC(C)C)cc2)n1
18	-7	-7	-118	-23	-3	-22	-3	-22	5	CCc1ccc(-c2nc(CS(=O)CC(=O)O)c(C)o2)cc1 (stereo not given)
19	-12	x	x	x	x	x	-11	-11[20 µM]	-6	Cc1cc(N2CCN(c3nc(N4CCOCC4)nc4ccccc34)CC2)c2ccccc2n1
20	35	-1	-2	-3	-11	29	-10	0	0	Cc1ccc(NC(=O)[C@@H](NC(=O)c2cccc(S(=O)(=O)N3CCOCC3)c2)C(C)C)cc1C
21	-6	3	-2	-15	-5	-19	-1	-18	-7	CCC1CCCCN1C(=O)CSc1nnc(-c2ccc(OC)cc2)o1 (stereo not given)
22	-2	-7	-2	-24	1	10	-2	-12	2	CN(CCO)c1cc(NCCCN2CCC(Cc3ccccc3)CC2)c2nonc2c1[N+](=O)[O-]
23	-4	-155	-117	18	-11	-233	-2	-14	2	Cc1cc(C(F)(F)F)c2c(N)c(C(=O)Nc3cc(C)on3)sc2n1
24	2	0	6	2	-8	0	5	-18	13	CCOC(=O)C1(C)C=C(Nc2ccc(O)cc2)C(=O)N1c1ccc(O)cc1 (stereo not given)
25	-15	4	1	-18	-4	31	4	-11	7	CC(=O)c1cnc(-c2ccccc2)s1
26	-9	0	-2	5	2	-6	0	-25	-2	CCOC(=O)C1(Cc2cccc(F)c2)CCN(Cc2ccon2)CC1
27	0	-4	3	3	4	16	-4	-12	-5	CC(C)c1ccc(O)c(NC(=S)NC(=O)CCc2ccccc2)c1
28	-9	-1	-1	-8	-4	-1	2	51*	1	CC1(C)CC(=O)C(/C=N/c2ccccn2)=C(O)C1
29	-1	3	1	-7	-7	-2	-13	-20	1	Cc1ccc(NS(=O)(=O)c2ccc(CCC(=O)NCc3cccnc3)cc2)cc1
30	-8	-8	-3	-8	-1	-15	-1	-19	-8	CC1CN(CC(O)COC(c2ccc(Cl)cc2)c2ccc(Cl)cc2)CC(C)O1 (stereo not given)

The listing continues:
no.	TbHK1 inh	Runt-SMMHC FRET	Runt-CBFb FRET	EBV gp42 block	p47phox inh	m-calpain inh	RBBP9 inh	Furin inhibitor	p97 inhibitor	Molecule
31	-1	2	-3	5	-4	17	-10	-22	1	CCOc1ccc(NC(=O)COn2nnc3ccc(S(=O)(=O)N4CCOCC4)cc32)cc1
32	-8	-1	3	-10	-24	-18	-8	-25	3	COc1cccc(N2C(=O)C3ON(c4ccccc4)C(c4cccs4)C3C2=O)c1 (stereo not given)
33	2	-5	-1	-31	-14	-2	-3	-5[20 µM]	3	Cc1ccc(NS(=O)(=O)c2ccc(NC(=O)[C@@H]3CCCC[C@@H]3C(=O)O)cc2)c(C)c1
34	-5	3	-5	-8	-31	-209	-16	-26	7	COc1ccc(/C=N/NC(=O)c2cccc(NC(=O)c3ccc(Cl)cc3)c2)c(OC)c1
35	-3	-4	-2	-14	-15	-23	1	-3	4	Cc1cc(C)nc(NS(=O)(=O)c2ccc(NC(=O)c3ccc(S(=O)(=O)N4CC(C)OC(C)C4)cc3)cc2)n1 (stereo not given)
36	-34	22	8	-4	x	-46	-1	-22	5	CCN(CC)c1ccc(/C=N/NC(=S)NC)c(O)c1
37	-5	5	-1	-3	-11	-31	-1	-23	-2	CC(=O)N1CCN(C(=O)c2ccc(Oc3ccccc3)cc2)CC1
38	-3	-2	-1	0	-3	5	-5	-14	-1	Cc1ccc(NCCC(=O)c2cccs2)cc1C
39	-30	2	0	-4	2	15	-7	-4	-4	Cc1ccc(C(=O)N/C(=C\c2cccnc2)c2nc3ccccc3[nH]2)cc1
40	-2	-7	3	-4	-10	7	-1	-24	4	CC(NS(C)(=O)=O)C(c1cccs1)N1CCN(C)CC1 (stereo not given)
41	-19	-10	-3	-13	-10	18	x	-20	x	CCCCCC(=O)Nc1cccc(C2=NOC3(C2)C[C@H](C(N)=O)N(C(=O)COc2ccc(Cl)cc2)C3)c1 (stereo not given in full)
42	0	1	-3	-12	7	28	2	-6[20 µM]	-2	CCOC(=O)c1cnc(SCC(=O)Nc2ccccc2C(=O)OC)nc1N
43	1	2	2	-11	-1	13	-3	-9[20 µM]	-2	Cc1ccc(-n2c(C)cc3c2CC(C)(C)CC3=O)cc1C
44	3	-2	3	-4	11	-28	-4	-8	-2	O=C(CSc1ccc2nnc(-c3ccncc3)n2n1)NCc1ccco1
45	1	0	0	15	-2	7	-6	-17	-5	Cc1cc(C)c(C(=O)CSc2nnc(N)s2)c(C)c1
46	-1	0	-2	2	0	-84	-1	-16	2	CCOc1cccc2sc(N(CCN(C)C)C(=O)c3ccc(Br)s3)nc12
47	-11	0	-3	-15	-13	-15	-9	-14[20 µM]	4	Cc1nn(Cc2c(Cl)cccc2Cl)c(C)c1NC(=O)c1cnn2c(C(F)F)cc(-c3ccccc3)nc12
48	5	-4	-1	-10	-7	22	-2	-4[20 µM]	-7	COC(=O)CSc1nc(SCc2ccc(C)cc2)nc2c1CCCC2
49	30	-2	2	2	6	18	-5	-12[20 µM]	1	Nc1nc(SCc2c(F)cccc2Cl)[nH]c(=O)c1-c1ccccc1
50	-2	-9	-8	1	-20	28	-6	-20	3	CC(C)C1Cc2c(sc3c2c(=O)n(Cc2ccccc2)c2nncn32)CO1 (stereo not given)
51	2	2	-1	-14	-18	-26	-4	-16	4	CCOC(=O)N1CCC(NC(=O)c2cc(C(=O)Nc3ccc(OCC)cc3)ccc2CO)CC1
52	-12	-24	-17	-20	-25	-106	-7	-7	-2	Cc1nn(-c2ccccc2)c(N2CCCC2)c1/C=N/NC(=O)c1cc(-c2cccs2)nc2ccccc12
53	-4	3	1	-9	-12	-14	3	-16	4	COc1cccc(-n2nnc3c(=O)n(Cc4ccc(F)cc4)cnc32)c1
54	-3	-3	-1	-11	-13	-10	2	-32	4	Cc1ccc(-c2cc(=O)c3ccc(Cl)cc3[nH]2)cc1
55	-1	1	1	-4	0	-9	-7	-16	6	O=c1c2c(ncn1Cc1ccccc1)nc1n2CCC1
56	9	-2	-2	-3	-6	-18	-6	-30	-1	CCN(CC(=O)NCc1ccc(F)cc1)CC(O)COCc1cccc(OC)c1 (stereo not given)

Just TbHK1 inh and Runt-CBFb FRET, for 4 of the compounds above:
entry	smiles	TbHK1 inh	Runt-CBFb FRET
41	CCCCCC(=O)Nc1cccc(C2=NOC3(C2)C[C@H](C(N)=O)N(C(=O)COc2ccc(Cl)cc2)C3)c1 (stereo not given in full)	-19	-3
47	Cc1nn(Cc2c(Cl)cccc2Cl)c(C)c1NC(=O)c1cnn2c(C(F)F)cc(-c3ccccc3)nc12	-11	-3
50	CC(C)C1Cc2c(sc3c2c(=O)n(Cc2ccccc2)c2nncn32)CO1 (stereo not given)	-2	-8
55	O=c1c2c(ncn1Cc1ccccc1)nc1n2CCC1	-1	1

Complete entries, quoted from the list.
Listed for Cc1ccc(NCCC(=O)c2cccs2)cc1C : TbHK1 inh: -3; Runt-SMMHC FRET: -2; Runt-CBFb FRET: -1; EBV gp42 block: 0; p47phox inh: -3; m-calpain inh: 5; RBBP9 inh: -5; Furin inhibitor: -14; p97 inhibitor: -1
Listed for Cc1ccc(C(=O)N/C(=C\c2cccnc2)c2nc3ccccc3[nH]2)cc1 : TbHK1 inh: -30; Runt-SMMHC FRET: 2; Runt-CBFb FRET: 0; EBV gp42 block: -4; p47phox inh: 2; m-calpain inh: 15; RBBP9 inh: -7; Furin inhibitor: -4; p97 inhibitor: -4

Rows were taken by chance (roughly 2.7% active in at least one column).
